# Screening data deposited in PubChem BioAssay by several laboratories.
# Efflux pump mplx: blocks antifungal efflux pumps in multiplex yeast assay; S. cerevisiae Candida pump triplex, Nile Red efflux; actives 0.44% (n = 330,000); AID 485275; inhibition, % at 10 µM;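 active means plate passing quality check with inhibition over a set limit, or well fluorescence over plate mean plus 4 SD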;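 further: Nile Red retained in pooled yeast measured as flow cytometry median fluorescence; 0% = buffer negative control and 100% = Enniatin B positive control; higher means more Nile Red kept so more efflux inhibition; some compounds called inactive have numbers as strong as hits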
# TPT1 inhibitor: C. albicans TPT1 enzyme inhibition; recombinant caTPT1, FP RNA substrate dephosphorylation; inhibition, % at 5 µM; actives 0.81% (n = 300,000);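 active means inhibition above the mean of all tested compounds plus 3 SD, set per screening campaign, cut at about 24% in these data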;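 further: plate controls were DMSO alone for no effect and ferristatin control at 100 nM for full effect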
# PP1 counter: PP1-alpha (human) inhibition in PP5 counter-screen; P62136; purified PP1alpha, OMFP fluorescence; inhibition, % at 6.7 µM; actives 0.9% (n = 320,000);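 active means inhibition above the mean inhibition of all tested compounds plus 3 SD, computed separately for each screening campaign, cut at about 15% in these data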
# Target sequence (P62136 whole entry, looked up): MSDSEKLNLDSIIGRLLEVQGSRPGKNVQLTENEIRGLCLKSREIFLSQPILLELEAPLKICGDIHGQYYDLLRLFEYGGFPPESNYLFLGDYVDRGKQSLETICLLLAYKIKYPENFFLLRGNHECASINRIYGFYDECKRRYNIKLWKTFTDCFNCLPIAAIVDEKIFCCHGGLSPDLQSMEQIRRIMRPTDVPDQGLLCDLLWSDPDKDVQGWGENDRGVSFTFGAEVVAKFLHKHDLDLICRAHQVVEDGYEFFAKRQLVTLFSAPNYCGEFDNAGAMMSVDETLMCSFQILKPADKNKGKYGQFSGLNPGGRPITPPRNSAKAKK
# JMJD2C inh: blocks human GASC-1 demethylase activity; actives 0.069% (n = 330,000); inhibition, % at 2.35 µM; Q9H3R0; GST-JMJD2C(1-420) H3K9me3 demethylation, DELFIA europium;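 active means more than half of a compound's replicate wells show inhibition beyond 50%, single wells judged on their own value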;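 further: signal counts dimethyl H3K9 product captured on neutravidin plate; 0% = median of DMSO wells and 100% = 0.3 times that DMSO median; strong numbers were not always called active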
# Target sequence (Q9H3R0 1-420 limits assumed): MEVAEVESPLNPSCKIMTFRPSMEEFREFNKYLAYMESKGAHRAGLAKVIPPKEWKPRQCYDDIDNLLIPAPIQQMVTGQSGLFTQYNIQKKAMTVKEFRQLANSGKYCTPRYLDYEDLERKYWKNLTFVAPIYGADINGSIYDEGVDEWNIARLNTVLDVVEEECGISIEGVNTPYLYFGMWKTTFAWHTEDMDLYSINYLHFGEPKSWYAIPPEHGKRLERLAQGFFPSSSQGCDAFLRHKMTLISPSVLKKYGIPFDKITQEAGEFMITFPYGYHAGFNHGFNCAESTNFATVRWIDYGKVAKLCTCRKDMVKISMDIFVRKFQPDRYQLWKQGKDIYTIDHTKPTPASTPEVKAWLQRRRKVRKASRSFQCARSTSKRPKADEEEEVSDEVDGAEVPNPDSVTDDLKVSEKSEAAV
# PREPL inh: inhibitors of human prolyl oligopeptidase-like enzyme PREPL; recombinant PREPL, fluorescence polarization activity-based probe; actives 0.68% (n = 320,000); Q4J6C6; inhibition, % at 5.96 µM; in the data active means inhibition above about 43%;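 further: 0% = enzyme with DMSO and 100% = wells lacking enzyme; many of its hits are not listed in these tables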
# Fh CTSL1 inh: counter-screen for PFM18AAP inhibitors: inhibitors of F. hepatica cathepsin L1 | actives 0.49% (n = 300,000) | AID 1906 | recombinant F. hepatica cathepsin L1, Z-Leu-Arg-MCA fluorescence | inhibition, % at 5.96 µM;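 active means inhibition above the mean of all tested compounds plus 3 SD, set per screening campaign, cut at about 17% in these data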;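 further: 0% = plate median of test compound wells and 100% = 1 µM Z-Phe-Ala-diazomethylketone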
# PP5 inh: inhibitors of human protein phosphatase 5 (PP5); P53041; purified PP5c, OMFP substrate fluorescence; inhibition, % at 6.7 µM; actives 0.18% (n = 320,000);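 active means inhibition above the campaign's mean inhibition across all tested compounds plus 3 SD, cut at about 9.5% in these data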;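 further: 0% = DMSO only and 100% = 100 µM cantharidin control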
# core dimer inh: HCV core protein dimerization inhibition; TR-FRET GST/Flag-core106 dimerization, 1536-well; inhibition, % at 5 µM; actives 0.33% (n = 300,000); AID 1899;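 active means inhibition above the mean of all tested compounds plus 3 SD, set per screening campaign, cut at about 45% in these data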
#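 System: GST/Flag-tagged HCV core106 proteins. Incubation: compound-protein-antibody incubation 4 h at 22.5 °C. Technique: HTRF with 340 nm excitation, 617/671 nm emission. Medium: KF-containing HEPES buffer, pH 7.45, DTT, CHAPS, BSA. Read-out: inhibition (%) from 671 over 617 nm ratio. Also added: Eu(K)-anti-GST 90 ng/mL plus XL665-anti-Flag 1 µg/mL.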
# LYPLA2 counter: counter-screen for PME1 inhibitors: inhibitors of human LYPLA2; recombinant LYPLA2, FP-Rh probe fluorescence polarization; inhibition, % at 5.9 µM; actives 0.38% (n = 320,000);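 active means inhibition above the screen-wide mean plus 3 SD, limit set per campaign, cut at about 26% in these data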;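 further: 0% = LYPLA2 with DMSO and 100% = wells lacking LYPLA2 enzyme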
# Target sequence (O95372 whole entry, looked up): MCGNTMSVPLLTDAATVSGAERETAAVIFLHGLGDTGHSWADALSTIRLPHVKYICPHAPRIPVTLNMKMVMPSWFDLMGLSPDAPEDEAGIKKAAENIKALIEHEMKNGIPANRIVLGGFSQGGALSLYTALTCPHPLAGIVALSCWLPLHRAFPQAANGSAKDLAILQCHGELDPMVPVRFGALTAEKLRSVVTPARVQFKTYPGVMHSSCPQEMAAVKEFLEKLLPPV
# * marks the source's active call; other numbers are inactive results; / = no result given. This is a subset; the hit share may differ from the screen's.
SMILES,Efflux pump mplx,TPT1 inhibitor,PP1 counter,JMJD2C inh,PREPL inh,Fh CTSL1 inh,PP5 inh,core dimer inh,LYPLA2 counter
Cc1cc(Oc2ccccc2)nc(SCC(=O)Nc2ccc(Cl)c(Cl)c2)n1,-0.1,-1.8,3.9,0.6,41.9,2.1,3.8,-4.1,-56.9
C/C(=N\NC(=O)c1ccc(Cl)cc1)c1ccc(Br)s1,-0.1,-1.7,1.0,-3.8,2.7,0.6,-0.5,7.4,-4.5
CC(=O)c1ccc(N2CCN(C(=O)Nc3cccc(F)c3)CC2)cc1,0.1,-1.1,5.0,2.4,1.5,1.1,-1.4,-1.5,1.5
CC(C)CCN1CC(C(=O)NCc2ccc(F)cc2)CC1=O (stereo not given),-0.1,-1.5,-2.6,2.6,4.0,-3.5,0.9,-1.3,1.7
CC1=C(C(=O)N2CCOCC2)C(c2ccccc2F)C2=C(CCCC2=O)N1 (stereo not given),0.0,-1.5,-0.7,32.9,0.5,2.2,-0.2,1.5,2.6
CCOc1cc2c(cc1OCC)C(c1ccc(OC)cc1)N(c1ccccc1)C(=O)C2 (stereo not given),0.5,3.0,5.6,-3.3,16.6,-0.6,4.4,1.2,4.9
CCOC(=O)c1c(C)oc(NC(=O)CCl)c1C(=O)OCC,0.0,2.4,-3.4,15.0,9.4,84.3*,0.6,-3.3,-4.0
O=C(Nc1nc2ccccc2s1)C1CCN(S(=O)(=O)c2cc([N+](=O)[O-])ccc2Cl)CC1,0.1,-3.5,13.4,0.2,29.6,2.1,3.2,35.5,-6.6
Cn1c(=O)cc(OCCCC(=O)N2CCN(c3ccccn3)CC2)c2ccccc21,0.0,-3.8,0.1,-11.4,-15.2,1.1,2.3,-6.4,9.5
Cc1ccc(C(=O)OCC(=O)Nc2cc(C(C)(C)C)no2)c(C)c1,0.1,/,3.9,8.0,22.7,/,4.7,/,-8.0
Cc1ccc(NC2CC(=O)N(c3ccc(C)cc3)C2=O)cc1 (stereo not given),-0.1,-4.8,-3.3,1.0,-12.7,0.7,-0.1,-4.1,1.7
CC1(C)CC2CC(C)(CN2S(=O)(=O)c2ccc(C(=O)Nc3ccc(Cl)c(S(=O)(=O)N4CCOCC4)c3)cc2)C1 (stereo not given),0.0,0.8,-3.7,-3.8,10.5,0.1,4.8,21.0,-16.8
O=C(CCCn1c(=O)oc2ccccc21)N1CCN(c2ccccn2)CC1,0.0,-3.7,-1.3,-7.6,-37.7,-4.8,1.7,8.3,0.5
CS(=O)(=O)N(Cc1ccccc1)c1ccccc1C(=O)N1CCN(c2ccccc2)CC1,-0.1,4.2,-0.6,-16.2,13.9,-1.0,0.0,-1.1,1.1
COc1ccc(CC(=O)OCC(=O)Nc2ccc(C(=O)Nc3ccc(OC)cc3)cc2)cc1,-0.1,0.2,14.9,-0.5,-3.8,-3.2,-2.5,5.8,-16.8
Cn1cc(-c2nnnn2-c2ccccc2)c(=O)c2ccccc21,0.0,-2.4,10.7,-3.4,-5.1,-3.2,1.1,3.2,2.2
O=C(O)[C@H]1CCCC[C@H]1C(=O)Nc1ccc(S(=O)(=O)N2CCOCC2)cc1,0.0,-3.6,-0.3,12.3,-0.2,-0.3,0.8,-14.2,0.2
OC(C[n+]1ccccc1)c1ccccc1 (stereo not given),0.0,-0.7,2.1,1.1,-6.8,2.6,-0.7,0.5,-2.6
Cc1ccc(C2NC(=O)c3sc(=S)n(-c4ccccc4)c3N2)cc1 (stereo not given),0.0,-2.9,3.7,12.8,9.6,0.8,0.2,1.1,-0.2
Cc1ccccc1COC(=O)c1nn(-c2ccccc2)nc1N,0.0,0.0,1.9,5.9,-9.2,1.6,4.2,-2.3,-5.7
CCOc1ccccc1C1C2=C(COC2=O)Nc2cc3c(cc21)OCO3 (stereo not given),0.0,1.1,-2.7,2.5,5.1,3.6,1.4,3.9,5.9
CC1=CCC(C(=O)O)C(C(=O)Nc2cccnc2)C1 (stereo not given),0.0,0.7,-1.9,-9.5,-0.9,1.9,-0.1,-3.8,-3.8
CCC(C(=O)NCCCN1CCCCCC1)n1nc(C)c2sc3ccccc3c2c1=O (stereo not given),-0.1,-1.0,-0.7,-1.4,23.1,-0.2,-2.3,-15.6,1.9
CCOc1ccc(NC(=O)CN(C)C(=O)c2cc(S(=O)(=O)N3CCCCCC3)ccc2OC)cc1OCC,0.3,3.1,-4.4,6.1,-0.6,1.3,-2.0,1.0,-0.5
Cc1cc(C(=O)N2CCN(S(=O)(=O)c3ccccc3F)CC2)c(C)o1,-0.3,-7.0,-1.5,6.7,-2.9,-4.5,2.3,-4.2,-3.3
CC(C)(C)N(Cc1ccccc1)C(=O)COC(=O)CN1C(=O)C2CC=CCC2C1=O (stereo not given),0.1,-2.2,0.6,12.6,12.3,-1.5,1.6,-4.8,8.4
CCCC(=O)Nc1ccc(C(=O)COC(=O)c2cc(C)oc2C)cc1,0.6,/,-0.8,-6.6,21.9,/,2.8,/,11.7
O=C(Nc1ccc(F)c(Cl)c1)c1ccc2c(=O)n3c(nc2c1)CCCCC3,0.3,-0.8,-1.9,2.5,8.4,-2.4,5.9,-0.3,-0.9
CN(C)C(=S)NC1(C)CCS(=O)(=O)C1 (stereo not given),-0.1,-6.1,-0.2,0.1,-11.6,3.4,-0.7,-3.7,9.6
COc1cccc(OCCNc2cc(N3CCOCC3)ccc2[N+](=O)[O-])c1,-0.3,-2.1,1.2,1.4,18.1,1.1,3.3,-6.9,4.8
CC(=O)Nc1ccc(NC(=O)Cn2c(CC(=O)N3CCCC3)nc3ccccc32)cc1,0.5,0.1,-10.7,-11.4,12.2,1.6,3.8,-4.8,3.0
Cc1cc(-c2[nH]nc3c2C(c2ccsc2)C(C#N)=C(N)O3)c(C)s1 (stereo not given),0.1,5.6,0.9,0.0,-17.6,-0.5,2.6,30.6,-0.5
Cn1c(N)c(C(=O)COC(=O)COc2ccc(Br)cc2)c(=O)n(C)c1=O,0.0,/,1.7,5.4,25.9,/,1.0,/,-10.7
Cc1ccc(C)c(NC(=O)c2nc(Cl)ccc2Cl)c1,0.1,-3.4,0.0,-15.9,9.8,-1.3,-3.0,3.2,2.5
CC(=O)Nc1ccc(S(=O)(=O)N[C@@H](C)C(=O)OCc2ccc(Cl)cc2)cc1,-0.1,-3.1,0.4,5.6,-1.3,-6.0,1.2,2.0,4.7
COc1ccc(OC)c(NC(=O)CN(c2ccc(OC)c(Cl)c2)S(C)(=O)=O)c1,-0.1,-1.5,9.6,-5.5,-4.9,5.9,3.0,0.6,1.4
NS(=O)(=O)c1ccc(NC(=O)CN2CCc3ccccc32)cc1,0.2,-6.9,3.5,-3.2,4.1,1.4,1.7,17.3,-17.0
O=C(COC(=O)Cc1cccs1)Nc1ccc(F)c(F)c1F,0.2,1.0,-1.5,9.7,15.1,-10.4,-0.8,-3.0,3.4
COC(=O)c1cc(OC)c(OC)cc1NC(=O)C(C)c1ccc([N+](=O)[O-])cc1 (stereo not given),0.2,-0.5,1.8,-3.8,1.6,-1.4,1.3,6.5,2.1
COc1ccc(/C=C(\NC(=O)c2ccccc2)C(=O)NCc2ccco2)cc1OC,-0.6,-2.2,0.7,6.1,3.1,0.7,-2.5,5.9,-4.0
O=S(=O)(CCC1CCCCN1)c1ccccc1 (stereo not given),-0.1,-0.9,-2.1,-2.2,-5.4,-4.5,0.8,6.2,-3.7
C=CCOc1ccc(Br)cc1CNCCO,0.2,2.8,0.3,8.4,-0.4,0.5,0.0,-8.6,-1.5
Cc1cccc(N2CCN(C(=O)Cn3c(=O)[nH]c4ccsc4c3=O)CC2C)c1 (stereo not given),0.1,0.2,0.8,0.7,-6.5,-1.3,3.7,-1.5,-0.4
O=C1c2oc3ccc(F)cc3c(=O)c2C(c2ccccc2)N1CC1CCCO1 (stereo not given),-0.7,2.6,2.4,1.7,3.1,0.4,-2.4,2.6,4.5
CCOC(=O)c1ccccc1NC(=O)c1c(O)c2ccccc2n(CC)c1=O,0.1,-1.7,-3.4,-5.8,-7.0,-0.4,0.6,2.7,-0.1
CCCCCCCCCCCCCCCC[n+]1ccc(/C=N/O)cc1,2.0*,0.6,53.8*,9.1,40.7,4.4,7.9,-18.1,24.0
CCOc1cc(CNc2ccc(CNc3ncn[nH]3)cc2)ccc1OCc1ccccc1,-0.2,0.2,8.0,-3.4,22.9,2.0,2.5,3.0,1.4
CCOC(=O)C1CCN(C(=O)COc2ccc(Cl)cc2Cl)CC1,0.2,-2.1,1.6,-1.8,6.5,3.3,2.4,6.2,4.9
Cc1cc(Br)c(NC(=O)CCNC(=O)OCc2ccccc2)cc1C,-0.1,-1.2,7.0,6.1,1.2,3.2,-1.7,4.8,-3.9
Cc1[nH]n(-c2ccccc2)c(=O)c1C=NC1CCCCCC1,-0.2,-1.9,-0.9,-1.7,0.3,-0.6,-0.1,0.2,1.0

# 3 entries from above, with two lines to a compound.
# Sequence of screens: Efflux pump mplx | TPT1 inhibitor | PP1 counter | JMJD2C inh | PREPL inh | Fh CTSL1 inh | PP5 inh | core dimer inh | LYPLA2 counter
CCCCCCCCCCCCCCCC[n+]1ccc(/C=N/O)cc1
  2.0* | 0.6 | 53.8* | 9.1 | 40.7 | 4.4 | 7.9 | -18.1 | 24.0
CCOc1cc(CNc2ccc(CNc3ncn[nH]3)cc2)ccc1OCc1ccccc1
  -0.2 | 0.2 | 8.0 | -3.4 | 22.9 | 2.0 | 2.5 | 3.0 | 1.4
CCOC(=O)C1CCN(C(=O)COc2ccc(Cl)cc2Cl)CC1
  0.2 | -2.1 | 1.6 | -1.8 | 6.5 | 3.3 | 2.4 | 6.2 | 4.9

# Carrying on.
SMILES,Efflux pump mplx,TPT1 inhibitor,PP1 counter,JMJD2C inh,PREPL inh,Fh CTSL1 inh,PP5 inh,core dimer inh,LYPLA2 counter
Cn1c(SCc2ccccc2Br)nc2ccccc2c1=O,-0.1,-0.8,-3.2,0.3,-10.7,6.6,-2.1,8.5,0.4
COc1ccc(C(=O)N2CCN(Cc3cc(OC)ccc3OC)CC2)cc1,-0.1,-0.4,-2.8,-33.2,-1.2,-3.4,-4.3,7.2,0.0
N=c1oc2ccccc2cc1C(=O)NC1CCCCCC1,0.0,2.8,-2.7,2.6,11.6,3.6,1.6,9.2,2.1
Cc1cccc(C)c1OCc1cc(C(=O)N2CCN(c3ccc(F)cc3)CC2)no1,-0.1,3.5,5.5,-4.4,-4.8,-0.4,4.6,3.1,14.1
CCc1ccc(-c2nn(-c3ccccc3)cc2C2SCC(=O)N2Cc2ccco2)cc1 (stereo not given),-0.2,-2.2,4.8,-3.8,19.7,0.9,2.2,6.5,-0.8
CNC(=O)NC(=O)CSc1nnc(-c2ccc(F)cc2)n1CC1CCCO1 (stereo not given),0.0,-2.2,-5.3,12.8,0.7,-2.0,-0.2,-1.0,-5.6
Cn1c(=O)c2cn(-c3ccc4c(c3)OCCO4)cc2n(C)c1=O,0.1,-4.4,2.1,12.9,11.2,1.3,1.1,5.1,-1.8
FC(F)(F)c1cccc(NC(=S)NNC(=S)Nc2ccc(Cl)cc2)c1,-0.1,-2.1,0.8,-7.2,13.3,-3.7,5.6,1.9,-18.8
O=C(CSC1=NS(=O)(=O)c2cc(Cl)ccc2N1)Nc1ccccc1F,0.1,-0.1,1.1,-1.8,-1.7,2.8,0.6,7.1,1.3
CCS(=O)(=O)N1CCC(C(=O)Oc2ccc(Cl)cc2)CC1,0.0,-1.8,2.0,-2.4,-0.8,-2.1,1.9,-0.8,6.5
